# TDP-43 yeast inh = inhibitors of TDP-43 toxicity in yeast. TDP-43 expressing yeast growth rescue, BacTiter-Glo, 24 h. Potency, µM (doses to about 46.1 µM), for the others: at the highest dose growth rescue (activation), actives largely listed as activators. 1.8% of 410,000 active; also: % of control where 0% means no effect; nearly all actives have a fitted effect of over 50% in size
#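 Readout is BacTiter-Glo luminescence of cell growth, so inhibitors register as activators. TDP-43-expressing yeast at OD600=0.02 in galactose medium, after raffinose pregrowth to mid-log, were incubated with compound for 24 hr at 30 deg C.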
# FUS suppressor = FUS proteinopathy suppression in yeast. S. cerevisiae FUS-expressing, growth rescue, OD600, 24 h. 0.24% of 390,000 active. Potency, µM (top dose mostly 76.6 µM), without a hit: at the highest dose growth rescue (activation), actives largely listed as activators;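 also: plate controls were DMSO vehicle for no effect and reference control for full effect; nearly all actives have a fitted effect of over 55% in size; some results filed as inactive show a strong effect at the top dose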
#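 Cultures pregrown in 2.5% raffinose medium are shifted to minimal medium containing 2% galactose to express toxic FUS. Compounds are tested at several concentrations. After 24hr at 30C, growth is quantified at 600 nm absorbance.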
# PTHR1 agonist = PTHR1 (human) receptor agonism | Q03431 | HEK293 GP2 PTHR1 cells, GloSensor cAMP luminescence, 1 h | Potency, µM (highest dose often 115 µM), for the others: top-dose activation, usual class: activators | 0.075% of 410,000 active | AID 743266; also: nearly all actives have a fitted effect of over 55% in size; some results filed as inactive show a strong effect at the top dose; inactives centre near -15; many of its hits are not listed in these tables
# Target sequence (Q03431 whole entry, looked up): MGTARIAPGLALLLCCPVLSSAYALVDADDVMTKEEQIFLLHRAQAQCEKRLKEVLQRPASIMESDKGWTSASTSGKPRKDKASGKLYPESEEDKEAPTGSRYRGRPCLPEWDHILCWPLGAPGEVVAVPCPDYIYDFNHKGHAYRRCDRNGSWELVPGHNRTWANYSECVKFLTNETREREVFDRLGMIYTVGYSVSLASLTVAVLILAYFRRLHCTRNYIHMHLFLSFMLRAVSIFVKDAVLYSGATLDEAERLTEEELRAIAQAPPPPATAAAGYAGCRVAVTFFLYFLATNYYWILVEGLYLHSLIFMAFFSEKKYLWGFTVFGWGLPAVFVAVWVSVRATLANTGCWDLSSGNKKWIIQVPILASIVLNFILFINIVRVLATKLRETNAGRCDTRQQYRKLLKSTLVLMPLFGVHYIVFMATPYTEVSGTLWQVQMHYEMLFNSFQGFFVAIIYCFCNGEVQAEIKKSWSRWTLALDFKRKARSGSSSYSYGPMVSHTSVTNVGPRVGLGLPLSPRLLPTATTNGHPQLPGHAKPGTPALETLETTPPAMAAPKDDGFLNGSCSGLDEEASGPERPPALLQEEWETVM
#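 HEK-293-derived GP2 cells expressing PTHR1 and a GloSensor cAMP reporter, 3,000/well, plated overnight, given luciferin plus IBMX (each 0.5 mM as added) for 1 h at 37 °C, then compound for 1 h at 37 °C. Luminescence was read after 15 min at room temperature.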
# An asterisk follows results filed as active; i = inactive; ? = inconclusive; [ ] = another dose, or the depositor's remark. Calls follow the shape of the dose curve; as a rule, active = well fitted curve in the direction sought with a large enough effect; inconclusive = small, poorly fitted or top-dose-only effect, or another doubt; inactive = no such curve, though single readings can be large; an effect the other way counts as inactive or inconclusive. Potency is read from the fitted curve at half-maximal effect. Not all compounds are listed (hit frequency here may not be typical).
no.	Molecule	TDP-43 yeast inh	FUS suppressor	PTHR1 agonist
1	O=C(NCc1cccc(Br)c1)c1ccc(-n2cnc3cccnc32)cc1	13%	22%	-5%
2	CCCn1c2ccccc2c2cnn(CC(=O)Nc3cc(OC)c(OC)c(OC)c3)c(=O)c21	4%	25%	?
3	CCOc1ccc(C(=O)c2oc3ccccc3c2NC(=O)c2cc(-c3ccc(Cl)cc3)on2)cc1	-13%	-4%	-14%
4	CSc1ccc(CCNC(=O)C2CCCN(S(=O)(=O)N(C)c3ccc(F)cc3)C2)cc1 (stereo not drawn)	0%	-6%	-40%[inhibitor]
5	COc1cc(OC)c(NC(=O)c2c(C)oc3ncn(C)c(=O)c23)cc1Cl	6%	-30%	-5%
6	COCCCNc1ncnc2c1nnn2C	-16%	-14%	22%
7	COC(=O)c1cc(NC2(c3ccccc3)C(=O)c3ccccc3C2=O)cc(C(=O)OC)c1	1%	-14%	-8%
8	Cc1ccc(-c2cc(N)n(Cc3cccc(Cl)c3)n2)cc1	?	39%	-31%[inhibitor]
9	COc1ccc(CCNC(=O)CCn2c(=O)c3ccccc3n(CC(=O)Nc3ccc(C)cc3C)c2=O)cc1OC	21%	?	-17%
10	Cc1ccc(-n2c(C)nc3c(cnn3-c3ccccc3C)c2=O)cc1F	?	4%	-6%
11	CSc1ccc(CNC(=O)c2ccccc2NC(=O)c2nsc3ccccc23)cc1	-5%	10%	10%
12	COc1ccc(NC(=O)CSc2nc(-c3ccco3)cc(C(F)(F)F)n2)cc1Cl	13%	-19%	-35%[inhibitor]
13	Cc1ccc(CNC(=O)c2cccn2-c2nnc(N3CCCC3)s2)cc1	-1%	13%	-12%
14	Cc1ccc(NC(=O)c2ccc3oc(=O)c(S(=O)(=O)c4ccccc4)cc3c2)cc1C	-11%	1%	-34%
15	Cc1ccc(CNC(=O)CN2CCN(Cc3ccc(F)cc3Cl)C2=O)cc1	2%	-2%	-10%
16	CCc1cc(=O)[nH]c(SCc2nc(-c3ccccc3)no2)n1	-21%	8%	-24%
17	CCCN(CCC)C(=O)Cn1c(=O)n(-c2ccccc2)c(=O)c2c3c(sc21)CCCC3	8%	-4%	i
18	Cn1c(=O)c2sccc2n2c(CCC(=O)NCc3ccc(F)cc3)nnc12	14%	-18%	-19%
19	COc1ccccc1NC(=O)CSC1=Nc2ccccc2C2=NC(Cc3ccccc3)C(=O)N12 (stereo not drawn)	-7%	?	i
20	CCOC(=O)c1c(S(=O)(=O)N2CCCC(C(=O)Nc3cccc(C#N)c3)C2)c(C)n(C)c1C (stereo not drawn)	3%	7%	i
21	Cc1ccccc1-n1nc(CO)c(C(=O)NCC(c2ccccc2)c2ccccc2)n1	8%	17%	-13%
22	CCCc1cc(C(=O)Nc2c(C)nn(Cc3c(Cl)cccc3Cl)c2C)no1	0%	14%	-17%
23	CC(C)(C)c1ccc(-c2nc(S(=O)(=O)c3ccccc3)c(N3CCOCC3)o2)cc1	20%	-8%	-8%
24	COc1ccc(CCC(=O)NCCc2csc(-c3ccc(F)cc3)n2)cc1	?	-5%	-17%
25	Cc1cc(C)cc(OCC(=O)N2CCC(c3nc4ccccc4o3)CC2)c1	22µM*	43%	i
26	CCOC(=O)c1c(C)[nH]c(CCC(=O)NCc2cc(Br)ccc2OC)c1C	6%	42%	?
27	Cc1cccc(Cn2nnc(C(=O)Nc3cc(C)ccc3C)c2N)c1	9%	31%	-15%
28	CCOC(=O)c1ccc(OC(=O)c2cn(-c3cccc(OC)c3)c(=O)c3ccccc23)cc1	18%	42%	i
29	CN(C)S(=O)(=O)N1CCC(n2c(C(F)(F)F)nc3cccnc32)CC1	15%	-11%	-5%
30	Cc1cc(C)cc(NC(=O)C2CCN(C(=O)c3cnn(-c4ccccc4)c3-n3cccc3)CC2)c1	0%	?	i
31	Cc1cccc(OCc2cc(=O)n3c(-c4ccccc4)csc3n2)c1C	?	13%	-6%
32	O=S(=O)(c1ccccc1)c1nc(-c2cccs2)oc1SCc1ccccc1F	17%	15%	-1%
33	COc1ccc(C(=O)NCc2nc(-c3cccc(C)c3)no2)cc1OC	-2%	24%	i
34	COc1ccccc1N1CCN(C(=O)c2cc3c(=O)n(Cc4ccco4)ccc3nc2C)CC1	0%	39%	-17%
35	CN(C(=O)c1nc(-c2cccc(F)c2)n2c1CCCCC2)c1ccccc1F	-1%	-7%	i
36	CCCS(=O)(=O)N1CC(=O)N(c2cc(C)cc(C)c2)C(C)(C(=O)NC2CCCCCC2)C1 (stereo not drawn)	10%	-4%	i
37	COc1cc(NC(=O)c2cc(S(=O)(=O)N3CCC(C)CC3)cn2C)cc(OC)c1OC	0%	27%	-44%[inhibitor]
38	COc1cc(C2c3c(oc4ccc(F)cc4c3=O)C(=O)N2c2nc(C)c(C)s2)cc(OC)c1OC (stereo not drawn)	1%	-7%	?
39	CCC(C)NC(=O)Cn1c(=O)n(-c2ccc(Cl)cc2)c(=O)c2c3c(sc21)CCCC3 (stereo not drawn)	-3%	-15%	-19%
40	COc1ccc(CNC(=O)C2(c3cccs3)CCOCC2)cc1	9%	0%	i
41	CCCc1ccc(C2Sc3ccccc3NC3=C2C(=O)c2ccccc23)cc1 (stereo not drawn)	10%	14%	-18%
42	CC1CCCN(Cc2nc3c(c(=O)n(C)c(=O)n3C)n2Cc2ccc(Cl)cc2Cl)C1 (stereo not drawn)	21%	-22%	i
43	Cc1ccc2c(=O)cc(C(=O)Nc3ccc(S(=O)(=O)N(C)c4ccccc4)cc3)oc2c1C	0%	-13%	7%
44	COc1ccc(CC(=O)Nc2nc3c(s2)CC(C(C)(C)C)CC3)cc1 (stereo not drawn)	0%	?	i
45	O=C(NC1CCCCC1)c1ccc(Cn2c(SCc3ccccc3F)nc3cccnc32)cc1	9%	29%	-41%[inhibitor]
46	O=C(c1ccc2c(Cl)c3c(nc2c1)CCCC3)N1CCN(c2ccc(Cl)cc2)CC1	?	-19%	i
47	CCOC(=O)C1CCN(C(c2cccc(F)c2)c2c(O)cc(C)n(CCOC)c2=O)CC1 (stereo not drawn)	-3%	8%	-7%
48	COc1cccc(NC(=O)c2oc3ccc(S(=O)(=O)N(C)C4CCCCC4)cc3c2C)c1	27%	44%	-5%
49	O=C(CSc1cn(CC(=O)N2CCCC2)c2ccccc12)Nc1cc(C(F)(F)F)ccc1Cl	?	?	-31%[inhibitor]
50	COc1ccccc1CNC(=O)c1cc2c(=O)n(Cc3cccs3)ccc2nc1C	-9%	43%	i
51	CCOc1ccccc1CNC(=O)CCn1cccn1	21%	2%	i
52	CC(NS(=O)(=O)c1ccc2c(c1)CCN2C(=O)CCCC(=O)O)c1ccccc1 (stereo not drawn)	-15%	-9%	-93%[inhibitor]
53	CC(=O)N1CCc2c(sc3c2c(=O)n(-c2cc(Cl)ccc2C)c(=O)n3Cc2ccccc2F)C1	?	?	-31%[inhibitor]
54	CC1CCN(S(=O)(=O)c2ccc3c(c2)N(CC(=O)O)C(=O)CO3)CC1	8%	-20%	-4%
55	CCc1ccc(OCC(=O)Nc2ccc(S(=O)(=O)Nc3onc(C)c3C)cc2)cc1	-4%	6%	i
56	C=CCc1cccc2cc(C(=O)Nc3cccc(Cl)c3)c(=O)oc12	4%	-2%	-4%
57	COc1cc(CN(C(=O)c2cccc(Cl)c2)c2ccccn2)cc(OC)c1OC	15%	21%	i
58	CCOC(=O)c1c(C)[nH]c(CCC(=O)Nc2ccccc2OCC)c1C	24%	8%	i
59	COc1ccc(C)c2sc(N3CCN(C(=O)c4cccc(F)c4)CC3)nc12	19%	14%	-8%
60	Cc1nn(-c2ccccc2)c2nc(C3CC3)cc(C(=O)NCc3ccccc3Cl)c12	19%	-2%	-23%

# Next structures
no.	Molecule	TDP-43 yeast inh	FUS suppressor	PTHR1 agonist
61	CN1C(=O)Cc2cc(S(=O)(=O)CCC(=O)N3CCN(c4ccccc4F)CC3)ccc21	8%	?	3%
62	Cc1ccc(-c2nc3sccn3c2Nc2ccccc2C)cc1	35µM*	?	-12%
63	O=S(=O)(c1ccc(Cl)cc1)c1nnn2c1nc(NCc1ccccc1)c1sccc12	6%	-23%	i
64	CCCNC(=O)C1CCN(c2cc(C)nc3c(-c4ccc(OC)c(OC)c4)c(C)nn23)CC1	2%	-4%	i
65	Cc1ccc(C(=O)c2sc(Nc3ccc(F)cc3)c(C#N)c2N)cc1	-4%	?	-12%
66	COc1ccc(CNC(=O)CCC(=O)N2CC3CCCN3c3ccccc32)c(OC)c1 (stereo not drawn)	5%	?	4%
67	COc1ccc(OC)c(NC(=O)c2cc3c(=O)n4cccc(C)c4nc3n2C)c1	12%	-20%	i
68	CCOC(=O)c1ccc(N2C(=O)c3n[nH]c(-c4cccs4)c3C2c2cccc(F)c2)cc1 (stereo not drawn)	?	24%	-27%
69	COc1ccccc1-c1cc(C(=O)Nc2cc(OC)c(OC)c(OC)c2)no1	21%	7%	i
70	Cc1ccc2c(=O)c(C(=O)c3cccc(Cl)c3)cn(CC(=O)NC3CCCCC3)c2n1	2%	9%	-57%[inhibitor]
71	CCc1cccc(NC(=O)Cn2c(=O)n(-c3ccccc3C)c(=O)c3c2c2cc(C)ccc2n3C)c1	?	10%	-48%[inhibitor]
72	COc1ccc(Cl)cc1NC(=O)c1cc(S(=O)(=O)N2CCc3ccccc32)cn1C	8%	-12%	i
73	CCCCCN1C(C(=O)c2ccccc2)=C(NC(C)=O)c2ccccc2S1(=O)=O	?	38%	-24%
74	Cc1ccc(-n2nc3c(N4CCC(C(=O)NCCC(C)C)CC4)nnc(C)c3c2C)cc1	2%	-8%	?
75	Cc1ccc(Cl)cc1NC(=O)Cn1c(SCC(=O)NCc2ccccc2)nc2ccccc21	13%	9%	-10%
76	Cc1ccc(C)c(N2CCN(C(c3ccccc3)c3nnc(-c4ccccc4)o3)CC2)c1 (stereo not drawn)	21%	?	-22%
77	COc1ccc(NC(=O)C2=C(C)Nc3c(C(=O)Nc4ccc(C)cc4)cnn3C2c2cccc(Cl)c2)cc1 (stereo not drawn)	0%	1%	-22%
78	CCC(C)NC(=O)Cn1c(=O)n(-c2ccc(C)c(C)c2)c(=O)c2c3c(sc21)CCCCC3 (stereo not drawn)	28%	-23%	?
79	COc1ccccc1CNC(=O)C1CCN(c2nn3c(=O)cc(C)nc3s2)CC1	-17%	28%	?
80	CC1CCCCN1C(=O)c1ccc2c(c1)N(Cc1ccc(Cl)cc1)C(=O)c1ccccc1S2=O (stereo not drawn)	4%	?	-13%
81	CSc1ccc(CCNC(=O)c2ccc(-n3c(C)cc4c3CCC(C)C4)cc2)cc1 (stereo not drawn)	25%	4%	2%
82	Brc1ccc(CN2CCc3nc(N4CCN(c5ncccn5)CC4)ncc3C2)cc1	19%	9%	-44%[inhibitor]
83	N#Cc1ccccc1NS(=O)(=O)c1ccc(N2CCCCS2(=O)=O)cc1	13%[9.22 µM]	-12%	-14%
84	CCOc1ccc(CN(CCc2ccc3c(c2)OCO3)Cc2cc(OC)c(OC)cc2OC)cc1	-1%	13%	i
85	COCCCNC(=O)Cn1c(=O)n(Cc2ccc(C(=O)NCc3ccc(C)cc3)cc2)c(=O)c2ccccc21	?	?	i
86	CCOC(=O)c1ccccc1NC(=O)Cc1c(C(=O)O)c(C)cn1C	10%	21%	-4%
87	Cc1sc2c(c1C)c(=O)n(Cc1ccccc1)c(=O)n2CC(=O)N(C)c1ccccc1	7%	-10%	i
88	CCn1c(CNC(=O)c2ccc(OC)cc2)nnc1SCC(=O)Nc1ccc(OC)cc1	-12%	-15%	-12%
89	CC1=C(c2ccc(F)cc2)S(=O)(=O)NC1=NCc1ccccc1F	11%	-10%	-4%
90	Cc1ccc(Cc2nc3ccccc3nc2SCC(=O)N2CCN(c3ccccc3F)CC2)cc1	-5%	36%	-17%
